Compound activity: PubChem, several laboratories
Autophagy mod = alters autophagy in cells | calls only at 10 µM (by protocol) | hit rate 0.98% among 190,000 | MEF GFP-LC3 puncta imaging; test concentration mostly 10 µM;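 active means percentage of spot-positive cells more than 3 SD above its plate mean, without a fluorescence outlier flag or 80% toxicity; inconclusive means no clear call, values can overlap the other calls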;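 further: spot-positive cell cutoff set from DMSO-treated cells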
Hep lipid drop = modulators of hepatic lipid droplet formation. AML12 mouse hepatocytes, oleate lipid droplets, BODIPY imaging. inhibition, % at 6.5 µM. hit rate 0.4% among 240,000;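 active means lipid droplet intensity inhibited by at least 50%, with more than 500 cells counted; inconclusive means wells with under 300 cells, treated as cytotoxic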
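material = mouse AML12 hepatocyte cell line, fixed after treatment | also added = 100 µM oleic acid challenge | doses = compound at 6.5 µM only | schedule = overnight exposure | technique = Image-based BODIPY and DAPI two-channel analysis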
CSM14.1 death rescue = protection against thapsigargin-triggered cell killing – 384-well, CSM14.1, ATP luminescence, primary screen (AID 1222) | CSM14.1 thapsigargin-induced death rescue, ATP luminescence; higher % means a stronger effect | one-dose cellular ATP content (survival), % at 20 µM; EC50 in µM for titrated hits | 190,000 tested, under 10 active;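 active means EC50 below 50 µM in the dose-response confirmation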;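 further: death triggered by thapsigargin at about 15 µM added after 2 h compound pretreatment; cell ATP read after overnight thapsigargin exposure of roughly 18 to 22 hours; normalized against plate controls of thapsigargin alone and 5% DMSO vehicle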
Ins promoter up = MIN6 insulin promoter up-regulation; MIN6 insulin promoter-GFP reporter, high-content imaging; hits give high values; z-score at 5 µM; hit rate 0.3% among 190,000;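 active means z-score above 3 at 5 µM with at least 500 cells counted in the well; inconclusive means wells under 500 cells, flagged as cytotoxic or low count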
Yfh1-depleted yeast = mitochondrial function rescue without frataxin homolog – Friedreich's ataxia, plus single-dose screen, dose response (AID 1465); S. cerevisiae Yfh1-off respiration, WST-1 reduction, 72 h; higher fold induction means a stronger effect; fold induction at 50 µM, or EC50 in µM where a hit was titrated; hit rate 0.074% among 220,000;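 active means fold induction of absorbance versus untreated yeast above a set limit, then at least 30% activation at any dose in follow-up; inconclusive means repeats straddling the limit, or above it without dose testing; inactive means fold induction below the set limit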;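 further: activators that raise dye reduction in frataxin-depleted yeast; strong numbers were not always called active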
M17LAP inhibition = P. falciparum M17LAP inhibitors, primary screen, biochemical, fluorogenic H-Leu-NHMec substrate, 1536-well (AID 1619). recombinant M17LAP, H-Leu-NHMec fluorogenic kinetic assay; higher % means a stronger effect. inhibition, % at 30 µM, or IC50 in µM where a hit was titrated. hit rate 0.38% among 220,000;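 active means compound inhibiting the enzyme by more than half at any dose during confirmatory dose-response retesting; inconclusive means strong single-dose inhibitors picked by rank but not retested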;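 further: plate controls were full reaction with DMSO carrier for no effect and no enzyme background for full effect; strong numbers were not always called active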
MT stabilizer = microtubule stabilization, imaging screen. HeLa tubulin immunostaining HCS, 24 h; share of cells brighter than vehicle mean+2SD. % tubulin-high responders, % at 10 µM. hit rate 0.83% among 200,000. AID 2205;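 active means plate Z-score above 3 for both tubulin-high and condensed-nucleus cell shares, with cell loss under 80%, at 10 µM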;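 further: anti alpha tubulin signal scored within the nucleus-defined area of each cell; some results filed as inactive read as strong as hits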
M1AAP inhibition = P. falciparum M1AAP inhibitors, biochemical, fluorogenic H-Leu-NHMec substrate, 1536-well (AID 1445); recombinant M1AAP, H-Leu-NHMec fluorogenic kinetic assay; higher % means a stronger effect; one-dose inhibition, % at 30 µM; IC50 in µM for titrated hits; hit rate 0.42% among 220,000;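 active means primary inhibition above the hit cutoff, then over 50% inhibition at one or more dose response concentrations, cut at about 23% in these data, passing the limit was not always enough; inconclusive means conflicting primary data, or primary hits not chosen for dose response; inactive means low primary inhibition, or under 50% at every dose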;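 further: plate controls were DMSO full reaction for no effect and no enzyme background for full effect; strong numbers were not always called active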
Dynein transport = blocks dynein driven cargo transport along microtubules | hit rate 0.47% among 220,000 | 3617.4 mouse cells, GR-EGFP nuclear translocation imaging; test concentration mostly 20 µM; stimulated with dexamethasone, 1 µM; hits give low values | z-score, hits read low;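 active means plate z-score of nuclear minus cytoplasmic receptor signal below a set negative limit, without overly bright fluorescence or cell loss, cut at about -3.5 in these data, passing the limit was not always enough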;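 further: z-score of nuclear minus cytoplasmic ring GR-EGFP intensity difference per well; some compounds called inactive have numbers as strong as hits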
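medium = tetracycline-free induction medium containing charcoal-stripped FBS | also added = 1.0 µM final dexamethasone stimulus | schedule = 48 h induction, 1 h compound, 30 min dex at 37 °C | technique = fixed, Hoechst-stained cells imaged at 10x for EGFP | measure = GR-EGFP nuclear translocation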
Dynein transport cytoplasmic EGFP = further read-out of Dynein transport, marked with its call; z-score; measured here: cytoplasmic GR-EGFP intensity; hits give high values
Dynein transport nuclear GR-EGFP = second read-out of Dynein transport, no call of its own (marks repeat the call); z-score; measured here: nuclear GR-EGFP intensity;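 lower value marks the stronger effect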
Dynein transport cell count = recorded beside Dynein transport, whose call it bears; z-score; measured here: cell count per field
Ins promoter up cell count = second read-out of Ins promoter up, no call of its own (marks repeat the call); cell count; measured here: cytotoxicity, nuclei count;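 total cells summed across four imaged fields per well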
Hep lipid drop cells 6.5 µM = recorded beside Hep lipid drop, whose call it bears; cell count; measured here: cell count, cytotoxicity flag;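 cells counted across two imaged fields per well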
MT stabilizer Hoechst-high % = recorded beside MT stabilizer, whose call it bears; % Hoechst-high responders; measured here: nuclear condensation Hoechst responders;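 share of cells brighter than vehicle mean plus two SD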
MT stabilizer cytotoxicity % = further read-out of MT stabilizer, marked with its call; toxicity, %; measured here: cytotoxicity by cell density;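 0% = mean cell density of plate MIN control wells and 100% = no cells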
Autophagy mod cell loss 18 h = second read-out of Autophagy mod, no call of its own (marks repeat the call); toxicity, %; measured here: cell loss, nuclei count;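 cell loss after 18 h compound exposure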
* hit, by the source's call; i = inactive; ? = inconclusive; nt = not tested or not shown.

SMILES	Autophagy mod	Autophagy mod cell loss 18 h	Hep lipid drop	Hep lipid drop cells 6.5 µM	CSM14.1 death rescue	Ins promoter up	Ins promoter up cell count	Yfh1-depleted yeast	M17LAP inhibition	MT stabilizer	MT stabilizer Hoechst-high %	MT stabilizer cytotoxicity %	M1AAP inhibition	Dynein transport	Dynein transport cytoplasmic EGFP	Dynein transport nuclear GR-EGFP	Dynein transport cell count
Cc1ccc(C(=O)Nc2ccccc2C(N)=O)o1	i	-7	-1	782	-2.8%	0.07	1297	i	-13%	3.0	1.8	5.5	4%	-0.31	-0.25	-0.53	-0.17
CCc1ccc(OCc2cnc(Cl)s2)cc1	i	7	3	660	0.8%	0.11	1527	i	4%	2.4	2.5	3.5	4%	1.3	-0.35	0.66	-1
COc1ccc(NC(=O)C2CCCN2C(=O)NCc2ccccc2)cc1OC (centres undefined)	i	2	-11	728	-2.8%	nt	nt	i	7%	2.4	1.3	0.2	2%	0.2	0.22	0.55	1.6
CN(C)c1cc[n+](CC(=O)Nc2ccc([N+](=O)[O-])cc2Cl)cc1	i	0	nt	nt	-2.7%	nt	nt	i	2%	2.0	1.3	1.9	7%	-0.3	-0.2	-0.46	0.53
O=S(=O)(Cc1cc(Oc2ccccc2)nc(-c2ccccc2)n1)c1ccccc1	i	2	nt	nt	-2.4%	-1.2	1218	i	-4%	2.1	1.9	8.0	-5%	0.95	-0.14	0.13	-0.31
CS(=O)(=O)N(CCc1ccccc1)CC(=O)N1CCc2ccccc2C1	i	1	-4	716	-3.6%	-0.82	1290	i	10%	3.9	2.7	7.4	10%	0.56	-0.23	0.3	-0.46
O=S(NC1CCCCC1)C12CC3CC(CC(C3)C1)C2 (centres undefined)	i	2	nt	nt	-0.9%	-0.03	998	i	0%	2.7	1.7	11	4%	-0.88	-0.17	-0.068	0.24
CCOC(=O)N1CCN(C(=O)Cn2cnc3ccccc3c2=O)CC1	i	-16	-1	614	-1.5%	nt	nt	i	7%	2.9	1.8	10	3%	0.25	-0.21	0.15	0.0073
COc1ccc(/C=C(\NC(=O)c2ccc(C)cc2)C(=O)NCC2CCCO2)cc1 (centres undefined)	i	4	-14	703	-1.3%	0.04	980	i	0%	1.8	2.5	5.3	6%	-0.37	-0.12	-0.2	0.18
COc1cccc(Cn2nnc(C(=O)NCc3ccc4c(c3)OCO4)c2N)c1	i	-46	16	662	nt	0.38	1266	i	-3%	2.7	1.9	7.8	-2%	-0.36	-0.23	-0.076	0.11
Cc1[nH][nH]c(=O)c1C(c1ccc(-c2ccc(F)cc2)o1)c1c(C)[nH][nH]c1=O	i	13	11	687	3.7%	0.22	1354	i	nt	1.6	1.5	0.6	nt	-0.37	-0.036	0.31	-0.52
CCOc1ccccc1C1CC(=O)Nc2cc(OC)c(OC)c(OC)c21 (centres undefined)	i	5	-18	750	1.8%	2	1145	i	-6%	3.0	2.5	6.3	-2%	-0.23	-0.26	0.013	0.26
CCOC(=O)c1cnc(-n2nc(C)cc2C)nc1Nc1ccc(O)cc1	nt	nt	-12	736	nt	-0.06	1295	i	-2%	nt	nt	nt	6%	2	-0.12	1	-0.89
CN(C)c1c(N)c(=O)oc2ccccc12	i	-18	0	696	1.7%	-0.05	1396	i	12%	1.7	1.1	3.7	0%	2.4	1.1	2.8	-2.4
COC(=O)CSc1nc2c(c(-c3ccc(O)cc3)c1C#N)CCCC2	i	6	2	643	2.1%	-0.93	1440	i	0%	2.2	1.6	6.2	2%	-0.019	-0.34	-0.18	0.85
O=C(O)CCc1n[nH]c(=S)[nH]c1=O	nt	nt	24	679	nt	0.19	1122	i	5%	6.8	2.3	8.7	-8%	-0.67	0.075	-0.031	-0.39
COc1ccccc1NC(=O)C1C2CCCCC21 (centres undefined)	i	-3	nt	nt	-1.4%	-0.99	1472	nt	9%	2.3	1.8	1.7	7%	0.00024	-0.21	0.18	0.54
Cc1ccc(OCCCC(=O)Nc2ccc(N3CCOCC3)cc2)c(C)c1	i	-7	-1	640	0.3%	-0.09	1812	i	-5%	2.7	1.4	6.3	15%	0.17	0.087	0.35	0.015
CCOC(=O)CSc1nnc(-c2cc(OC)c(OC)c(OC)c2)o1	i	-12	12	774	-0.4%	-0.24	1362	i	nt	2.7	1.5	14	nt	0.16	-0.12	0.66	-0.13
CNC(=S)NNC(=O)Cn1ccc(C)n1	i	2	6	784	-3.0%	0.8	1328	i	-2%	3.2	2.0	5.7	2%	0.042	-0.24	0.14	0.2
O=C(C(=O)c1cccnc1)c1cccnc1	nt	nt	-5	710	nt	0.51	785	i	14%	nt	nt	nt	-1%	1.2	-0.62	0.89	-0.99
O=C(Nc1ccc2c(c1)OCO2)N1CCN(c2ncccn2)CC1	i	-1	-3	763	-3.0%	0.72	1159	i	11%	2.8	2.3	10	-2%	1.1	-0.25	0.44	-1.4
CCOC(=O)C1CCN(CCC(=O)Nc2ccccc2)CC1	i	-3	0	711	-1.4%	nt	nt	i	15%	3.6	2.4	8.3	6%	0.25	-0.22	0.57	0.67
COc1ccc(OCC(=O)Nc2ccccc2OC(F)F)cc1	i	-9	6	666	nt	0.06	1264	i	10%	1.6	1.5	4.8	6%	0.71	0.051	1.3	-1.8
COc1ccc(NC(=O)CSc2nnc(C3CC3)n2-c2ccccc2)cc1	i	10	nt	nt	0.4%	0.56	1347	i	15%	2.4	1.2	9.6	-6%	-0.51	-0.18	-0.045	0.39
N#CNC(=Nc1ccccc1F)SCc1ccc(C(=O)O)cc1	i	3	3	675	1.5%	nt	nt	i	27%	0.9	0.6	5.8	-1%	1.3	-0.36	0.38	0.55
CN(C)CCN1C(=O)C(=O)/C(=C(/O)c2ccc(F)cc2)C1c1ccccc1F (centres undefined)	i	-1	nt	nt	-0.4%	1.2	1430	i	18%	2.8	1.8	3.1	8%	0.39	-0.16	0.81	-0.33
CCn1c(=O)c2c3c(sc2n2c(=S)[nH]nc12)CCC3	i	2	7	776	-0.3%	-0.18	934	i	-1%	1.3	1.6	19	4%	2.3	0.015	0.84	-0.53
CCOc1ccccc1N(C(=O)Cn1nnnc1-c1ccc(C)o1)C(CC)C(=O)NC(C)(C)C (centres undefined)	i	-8	-18	710	-0.3%	nt	nt	i	-13%	2.2	1.7	2.8	6%	-0.18	-0.23	-0.21	0.25
CCOC(=O)c1nnn2c1nc(N1CCN(c3ccccc3)CC1)c1ccccc12	nt	nt	-11	640	nt	-2.4	1077	i	-6%	nt	nt	nt	-2%	-0.24	-0.27	-0.18	0.075
Cn1c(CSCCOc2ccccc2)n[nH]c1=S	nt	nt	-6	758	nt	-0.66	1508	i	-1%	nt	nt	nt	-7%	1.6	-0.28	0.93	-0.1
CCCCNC(=O)c1cc(C)no1	i	0	-1	712	2.1%	-1.1	1184	i	8%	4.0	3.0	7.1	3%	-1	-0.31	-0.48	0.33
CCOc1ccc(NS(=O)(=O)c2ccc(OCC(=O)NCCCOC)cc2)cc1	i	3	16	763	-2.7%	nt	nt	i	-7%	2.0	2.0	8.0	-1%	1.3	-0.27	0.45	1
O=C(/C=C/c1ccco1)Nc1cccc(-c2nc3ccccc3[nH]2)c1	i	3	nt	nt	-1.8%	-1.2	1081	nt	13%	2.1	1.7	3.0	8%	-0.1	-0.17	-0.11	-0.5
COc1cc(/C=C\C(=O)Nc2cc(=O)n(C)c(=O)n2C)cc(OC)c1OC	i	32	5	688	nt	2	1149	i	1%	3.7	0.8	2.9	1%	1.4	-0.25	0.78	-0.75
Cc1ccc2cc(CN(CCO)Cc3nnnn3Cc3ccc(F)cc3)c(=O)[nH]c2c1	i	-6	nt	nt	-0.6%	0.47	1028	i	38%	3.5	4.5	8.0	14%	-0.031	-0.29	0.014	-0.2
O=C1C2CC=CCC2C(=O)N1c1nc2n(n1)C(c1ccccc1)CC(c1ccccc1)N2 (centres undefined)	i	0	nt	nt	3.5%	-0.53	1140	i	8%	4.3	2.7	5.9	10%	-1	-0.13	-0.14	-0.4
CC1(C)CC(CCNC(=O)c2ccco2)CC(C)(C)N1	i	1	2	727	nt	0.96	1030	i	-9%	3.1	2.8	3.2	-1%	-0.084	-0.19	-0.0035	-0.6
Cc1nc2c(-c3ccc(F)cc3)c(C)nn2c(C)c1CCC(=O)NC(C)CCc1ccco1 (centres undefined)	nt	nt	-38	694	-0.5%	-0.2	1117	i	16%	1.1	2.8	9.1	6%	1.2	-0.14	0.9	-0.61
COc1ccccc1NC(=O)/C=C1\NC(=O)CS1	i	17	1	684	3.4%	-0.08	1286	i	21%	1.9	2.1	3.2	1%	-1.3	-0.2	-0.69	0.87
COc1cc(-c2nc(-c3ccc4c(c3)-c3ccccc3S4(=O)=O)c(-c3ccccc3)[nH]2)cc(OC)c1OC	i	22	5	789	-3.8%	?	nt	i	11%	3.9	2.7	6.2	2%	0.18	-0.25	0.39	-0.051
